RSV CPE inhibition: RSV antiviral activity via CPE protection, HEp-2 cells, primary 10 µM value included (AID 2391); one-dose CPE inhibition, % at 10 µM; IC50 in µM for titrated hits; HEp-2 cells, RSV-induced CPE inhibition; higher % means a stronger effect; actives 0.13% (n = 310,000); in the data active = a potency from the dose series; inconclusive = CPE inhibition mostly from about 23% at the one dose, without a potency; inactive = the rest, 99 in 100 with CPE inhibition below about 21%; also: strong numbers were not always called active
human PMI inhibitors: MPI inhibition at elevated mannose 6-phosphate – biochemical, fluorescence intensity, high mannose 6-phosphate, primary screen (AID 1220); recombinant PMI enzyme, coupled fluorescence intensity; higher % means a stronger effect; inhibition, % at 20 µM; hits with a dose series show IC50 in µM; actives 0.66% (n = 190,000)
human PMI inhibition: inhibitors of human PMI, primary screen, biochemical, fluorescence intensity, coupled assay (AID 1209) | purified PMI enzyme, coupled fluorescence intensity; higher % means a stronger effect | inhibition, % at 20 µM; hits with a dose series show IC50 in µM | actives 0.42% (n = 190,000);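 also: plate controls were DMSO vehicle for no effect and wells lacking substrate for full effect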
PhoP inhibition: inhibitors of PhoP regulon expression, primary screen, Salmonella Typhimurium, GFP reporter (AID 1863). S. Typhimurium PhoP-regulated promoter GFP reporter, 4 h; higher % means a stronger effect. one-dose inhibition, % at 50 µM; IC50 in µM for titrated hits. actives 0.16% (n = 300,000);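 active = inhibition over 29.93%, a cutoff 3 SD above the screen mean, later confirmed by dose response; inconclusive = inhibition over 29.93% but no dose response follow-up; inactive = inhibition at most 29.93% or unconfirmed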;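 also: 0% = low Mg2+ inducing control and 100% = high Mg2+ repressing control; strong numbers were not always called active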
Siah-1 displacement: blockers of Siah-1 interaction with plectin peptide – biochemical, fluorescence polarization, rhodamine-plectin, uHTS, primary screen (AID 1817). displacement, % at 20 µM; hits with a dose series show IC50 in µM. actives 0.02% (n = 290,000). Siah-1 / rhodamine-plectin peptide fluorescence polarization; higher % means a stronger effect;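 active = displacement of at least 50% at 20 µM, with a fluorescence ratio check between 0.3 and a set limit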;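 also: plate controls were Siah plus tracer with DMSO for no effect and tracer alone without Siah for full effect; strong numbers were not always called active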
TNAP activators: stimulation of alkaline phosphatase TNAP activity – biochemical, luminescent, no phosphate acceptor, uHTS, primary screen (AID 1001). purified TNAP, luminescent activation assay, no phosphate acceptor; higher activation fold means a stronger effect. actives 0.03% (n = 200,000). one-dose activation fold at 20 µM; EC50 in µM for titrated hits; in the data active = activation fold from about 3, or a potency from the dose series; inactive = the rest, 99 in 100 with activation fold below about 1.6; also: many of its hits are not listed in these tables
WT yeast gro inh: growth inhibition of WT yeast, mitochondrial fusion screen; inhibition, % at 10 µM; mitochondrial fusion phenotypic screen, WT strain; actives 2.1% (n = 190,000); in the data active = inhibition above about 58%; tested in S. cerevisiae
Myeloid diff 2: myeloid differentiation induction | ER-HoxA9 myeloid progenitors, lysozyme-GFP differentiation, flow cytometry | calls only at 10 µM | actives 1% (n = 360,000);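 active = normalized GFP-positive differentiation at or above the plate's own cutoff, the solvent-only control mean plus 3 SD; inconclusive = no clear call, values can overlap the other calls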;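 also: cells exposed to compound for four days before flow analysis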
XIAP antagonists: XIAP antagonists, biochemical, IAP family, fluorescence polarization (AID 1018); one-dose displacement, % at 20 µM; IC50 in µM for titrated hits; actives 0.007% (n = 200,000); XIAP BIR domain, fluorescence polarization peptide displacement; higher % means a stronger effect; in the data active = displacement above about 50%; also: a part of the inactive calls stands beside numbers as strong as those of hits
WT yeast gro inh mutant strain: recorded beside WT yeast gro inh, whose call it bears; inhibition, %; mitochondrial fusion phenotypic screen, mutant strain inhibition
Myeloid diff 2 GFP+ MAC1+ %: second read-out of Myeloid diff 2, no call of its own (marks repeat the call); GFP+ MAC1+ double positive, %; measured here: differentiation confirmed by MAC1 staining
Starred values were filed as active, the others as inactive; i = inactive; ? = inconclusive; . = not tested or not shown. Rule as the data show it, unless noted: active = inhibition above about 50%; inactive = the rest.

nr	smiles	RSV CPE inhibition	human PMI inhibitors	human PMI inhibition	PhoP inhibition	Siah-1 displacement	TNAP activators
1	CCc1nnc(SCC(=O)Nc2ccccc2Cl)nc1CC	2.3%	3%	2%	-4%	9%	1.1
2	c1cc2c(cc1C1=Nn3c(nnc3C3CCCCC3)SC1)OCO2	1.8%	-9%	-10%	8%	-4%	1.1
3	CC(c1ccco1)N(C(=O)c1ccc(S(=O)(=O)N2CCCCC2)cc1)c1ccccn1 (stereo unspecified)	1.9%	-3%	15%	-3%	-2%	1
4	COc1cccc(C(=O)c2cc3cc(Cl)ccc3[nH]2)c1	1.4%	.	.	7%	0%	.
5	COc1c(N)c2ccccc2[nH]c1=O	18%	18%	14%	8%	-3%	1
6	COc1cc(OC)cc(C(=O)N(CCCN2C(=O)c3cccc4cccc(c34)C2=O)c2cccc(OC)c2)c1	15%	0%	9%	-12%	-2%	0.9
7	COc1ccc(Br)cc1[C@H]1[C@@H]2C=CCC[C@@]2(C)C(=O)N1Cc1ccccc1	?	.	.	-4%	2%	.
8	O=C(Nc1scc(-c2ccccc2)c1C(=O)O)c1ccc(F)cc1	4.7%	.	.	-8%	15%	.
9	CC(C)Nc1ccc(C(CC(N)=O)NC(=O)Cc2cccc3ccccc23)cc1[N+](=O)[O-] (stereo unspecified)	-3.0%	.	.	-2%	3%	.
10	CCOC(=O)C1(Cc2ccccc2)CCN(Cc2nccn2CC)CC1	-2.2%	8%	12%	-3%	4%	1

nr	WT yeast gro inh	WT yeast gro inh mutant strain	Myeloid diff 2	Myeloid diff 2 GFP+ MAC1+ %	XIAP antagonists
1	-20	-3	i	0.1	-6.5%
2	13	-4	i	2.4	-5.3%
3	5	-5	i	1.0	-6.0%
4	.	.	i	0.1	.
5	8	-8	i	0.4	-2.2%
6	-5	-7	i	1.0	-6.6%
7	.	.	i	1.4	.
8	.	.	i	0.3	.
9	.	.	i	3.3	.
10	8	25	i	0.4	-2.6%

(cont.)
nr	smiles	RSV CPE inhibition	human PMI inhibitors	human PMI inhibition	PhoP inhibition	Siah-1 displacement	TNAP activators
11	COc1ccc(Cc2nnc(SCC(=O)NC3CCCC3)o2)cc1	0.6%	3%	2%	1%	-6%	1.1
12	CC1(C)C(C=C(Cl)Cl)C1C(=O)N1CCN(c2ccccc2)CC1 (stereo unspecified)	-0.1%	11%	21%	0%	2%	1.1
13	COc1ccccc1NS(=O)(=O)c1cc(C(=O)NCCN2CCOCC2)ccc1Cl	-0.2%	3%	8%	2%	1%	1.1
14	COC(=O)CN(c1ccc(C(C)C)cc1)S(=O)(=O)c1c(C)[nH]c(=O)[nH]c1=O	0.2%	-6%	0%	-1%	-4%	1.2
15	Cc1ccc(SCCC(=O)Nc2cc(C)on2)cc1	0.6%	16%	-5%	-11%	1%	1
16	Cc1cccc(C)c1OCc1cc(C(=O)N2CCCC2c2nonc2C)no1 (stereo unspecified)	0.8%	.	.	-3%	-2%	.
17	Cc1ccc(S(=O)(=O)N2CCOCC2)cc1C(=O)NCc1ccc2c(c1)OCO2	2.0%	10%	7%	3%	4%	1.1
18	Cc1ccccc1OCc1nc2c3c(ncn2n1)-c1ccccc1CC31CCCC1	5.1%	1%	12%	8%	18%	1.1
19	O=C(CCC(=O)NC1CCCCCCC1)Nc1nnc(C(F)(F)F)s1	1.3%	6%	4%	-3%	-2%	1.1
20	O=C(NCCc1cccc(F)c1)[C@@H]1CSC2c3ccccc3C(=O)N21 (stereo partly specified)	1.6%	0%	9%	-4%	1%	1.1

nr	WT yeast gro inh	WT yeast gro inh mutant strain	Myeloid diff 2	Myeloid diff 2 GFP+ MAC1+ %	XIAP antagonists
11	1	-4	i	1.6	-14%
12	43	45	i	0.9	-2.1%
13	12	6	i	1.1	1.2%
14	4	4	i	1.0	-0.9%
15	10	-9	i	0.2	-4.8%
16	.	.	i	1.2	.
17	-4	-7	i	0.5	0.2%
18	16	2	i	0.6	-17%
19	-8	4	i	9.2	-6.3%
20	-12	-16	i	0.7	-6.8%

The list continues:
nr	smiles	RSV CPE inhibition	human PMI inhibitors	human PMI inhibition	PhoP inhibition	Siah-1 displacement	TNAP activators
21	CCC1CCCCN1C(=O)COC(=O)c1ccc(S(=O)(=O)N2CCOCC2)cc1 (stereo unspecified)	.	3%	-1%	-12%	1%	1.1
22	CCCOc1ccc(Br)cc1/C=N/NC(=O)c1cc(OC)c(OC)c(OC)c1	1.5%	-8%	3%	-2%	11%	1.1
23	CC(O)CNCCOc1ccccc1-c1ccccc1 (stereo unspecified)	-0.1%	-6%	-1%	7%	0%	1.1
24	COCCNC(=O)c1ccc(C)cc1C	0.7%	-1%	0%	-3%	2%	1.1
25	CCc1c(C)sc(NC(=O)c2ccco2)c1C(=O)N1CCOCC1	1.6%	-6%	-3%	-13%	-3%	1.1
26	Cc1ccc(-n2cccc2/C=C2/C(=N)N3C(=NC2=O)SN=C3S(C)(=O)=O)cc1Cl	1.0%	-26%	-14%	5%	19%	1.5
27	COc1cccc(C(=O)CSc2nccn2C)c1	1.1%	.	.	-4%	4%	.
28	Cn1ccnc1SCCNC(=O)CCc1nnc(CCCCc2ccccc2)o1	3.1%	2%	-6%	0%	-1%	1.1
29	CNC(=O)C(=O)Nc1cc2c3c(c1)CCN3C(=O)CC2	1.0%	.	.	-9%	-2%	.
30	CCc1ccccc1NC(=O)C1CCCN(c2nccc(C)n2)C1 (stereo unspecified)	5.0%	.	.	-4%	8%	.

nr	WT yeast gro inh	WT yeast gro inh mutant strain	Myeloid diff 2	Myeloid diff 2 GFP+ MAC1+ %	XIAP antagonists
21	-4	8	i	0.7	-1.5%
22	-6	-15	i	0.4	-0.3%
23	-4	-8	i	0.4	0.0%
24	3	2	i	0.6	-2.5%
25	-4	10	i	6.1	-4.1%
26	17	24	?	.	-3.0%
27	.	.	i	0.6	.
28	12	14	i	0.4	-3.4%
29	.	.	i	0.2	.
30	.	.	i	0.5	.

Three entries from above, screen by screen.
(24) COCCNC(=O)c1ccc(C)cc1C
(25) CCc1c(C)sc(NC(=O)c2ccco2)c1C(=O)N1CCOCC1
(26) Cc1ccc(-n2cccc2/C=C2/C(=N)N3C(=NC2=O)SN=C3S(C)(=O)=O)cc1Cl

assay / compound	24	25	26
RSV CPE inhibition	0.7%	1.6%	1.0%
human PMI inhibitors	-1%	-6%	-26%
human PMI inhibition	0%	-3%	-14%
PhoP inhibition	-3%	-13%	5%
Siah-1 displacement	2%	-3%	19%
TNAP activators	1.1	1.1	1.5
WT yeast gro inh	3	-4	17
WT yeast gro inh mutant strain	2	10	24
Myeloid diff 2	i	i	?
Myeloid diff 2 GFP+ MAC1+ %	0.6	6.1	.
XIAP antagonists	-2.5%	-4.1%	-3.0%

Remaining list, next part
nr	smiles	RSV CPE inhibition	human PMI inhibitors	human PMI inhibition	PhoP inhibition	Siah-1 displacement	TNAP activators
31	CC(=O)Nc1nc2n(n1)C(c1ccc(Cl)cc1)C=C(C)N2 (stereo unspecified)	-0.2%	-21%	-5%	-9%	1%	0.9
32	COc1ccc(NC(=O)C2CCC(N3C(=O)C4C5C=CC(C5)C4C3=O)CC2)cc1 (stereo unspecified)	1.7%	-6%	0%	1%	0%	1.1
33	CCn1cc(SCC(N)=O)c2ccccc21	2.9%	-3%	-1%	8%	-6%	1
34	Cc1ccc(S(=O)(=O)c2c(C)nn(C(C)(C)C)c2OC(=O)C2CCCC2)cc1	17%	14%	17%	-7%	1%	1.1
35	Cc1ccc2nc(SCC(=O)NC(=O)NCc3ccco3)[nH]c2c1	1.5%	8%	6%	2%	-6%	1.3
36	Oc1ccc(-c2cn3ccccc3n2)cc1	-0.7%	.	.	2%	0%	.
37	O=C(CSc1nc(-c2ccccc2)cc(=O)[nH]1)Nc1ccc(F)c(F)c1	5.0%	.	.	5%	-4%	.
38	CCOc1cc(CNc2ccc(CNc3ncn[nH]3)cc2)ccc1OCc1ccccc1	14%	5%	12%	-12%	-1%	1.8
39	COc1ccccc1N(C)S(=O)(=O)c1ccc(C(=O)OCC(=O)N(C(C)C)C(C)C)cc1	3.8%	-2%	-1%	0%	3%	1.1
40	CC(=O)c1cccc(NC(=O)NC(C)c2ccc3c(c2)OCO3)c1 (stereo unspecified)	2.6%	.	.	0%	-3%	.

nr	WT yeast gro inh	WT yeast gro inh mutant strain	Myeloid diff 2	Myeloid diff 2 GFP+ MAC1+ %	XIAP antagonists
31	-3	15	i	1.1	-4.5%
32	-9	0	i	0.7	-6.8%
33	13	3	i	1.2	-4.4%
34	72*	27*	i	0.5	-3.0%
35	10	19	i	0.6	-5.4%
36	.	.	i	0.5	.
37	.	.	i	0.2	.
38	-4	-4	i	0.5	-2.5%
39	3	-19	i	0.3	-1.2%
40	.	.	i	0.5	.

Additional results follow:
nr	smiles	RSV CPE inhibition	human PMI inhibitors	human PMI inhibition	PhoP inhibition	Siah-1 displacement	TNAP activators
41	CCCN(Cc1cc2cc(C)ccc2[nH]c1=O)C(=O)c1cccc(OC)c1	19%	-2%	-2%	10%	-5%	1.1
42	CCOc1cc(NC(=S)NCC2CCCO2)c(OCC)cc1NC(=O)c1ccccc1F (stereo unspecified)	1.6%	54%*	16%	-6%	-5%	1.1
43	Cn1cccc1Cc1nnc(SCC(=O)N2CCc3ccccc32)n1CCc1ccccc1	7.1%	16%	18%	-12%	2%	1
44	Cc1cc(C)n(S(=O)(=O)c2cccc(Cl)c2Cl)n1	0.2%	2%	-5%	.	1%	0.9
45	Cc1ccc(-c2cc(C(=O)OC3CCOC3=O)c3ccccc3n2)c(C)c1 (stereo unspecified)	1.2%	11%	19%	-2%	3%	1.1
46	CCN(CC)CCNC(=O)CCc1c(C)nc2c(c(C)nn2-c2ccc(C)cc2)c1C	11%	.	.	-2%	-4%	.

nr	WT yeast gro inh	WT yeast gro inh mutant strain	Myeloid diff 2	Myeloid diff 2 GFP+ MAC1+ %	XIAP antagonists
41	1	-4	i	0.2	-10%
42	17	13	i	0.8	-4.5%
43	-8	-14	i	9.8	-6.3%
44	8	-18	i	8.4	-3.5%
45	18	15	i	0.7	-2.2%
46	.	.	i	0.5	.

Full records from above. Order of screens: RSV CPE inhibition | human PMI inhibitors | human PMI inhibition | PhoP inhibition | Siah-1 displacement | TNAP activators | WT yeast gro inh | WT yeast gro inh mutant strain | Myeloid diff 2 | Myeloid diff 2 GFP+ MAC1+ % | XIAP antagonists
Results for CCN(CC)CCNC(=O)CCc1c(C)nc2c(c(C)nn2-c2ccc(C)cc2)c1C : 11% | . | . | -2% | -4% | . | . | . | i | 0.5 | .
Results for CCOc1cc(NC(=S)NCC2CCCO2)c(OCC)cc1NC(=O)c1ccccc1F (stereo unspecified) : 1.6% | 54%* | 16% | -6% | -5% | 1.1 | 17 | 13 | i | 0.8 | -4.5%

Source: PubChem (several laboratories)

No enrichment for hits. About 3.1% of those tested had a hit in this group.
